3CLpro inhibitor: SARS-CoV 3CLpro protease inhibition | P0C6X7 | recombinant SARS-CoV 3CLpro, quenched FRET peptide cleavage | inhibition, % at 6 µM | 290,000 compounds, 0.14% hits; in the data active = inhibition above about 12%
PrPC TRFRET: reduces human prion protein on the cell surface; P04156; cell surface PrPC, TR-FRET read-out; inhibition, % at 13.8 µM; 370,000 compounds, 0.43% hits; in the data active = inhibition above about 24%; also: 0% = median of the test wells and 100% = reference compound wells
MazEF act: MazEF (E. coli) toxin RNase activation | P0AE70 | FAM/BHQ RNA-DNA oligo cleavage fluorescence, 5 h | activation, % at 20 µM | 350,000 compounds, 0.32% hits | AID 504720; in the data active = activation above about 50%
Target sequence (P0AE70 whole entry, looked up): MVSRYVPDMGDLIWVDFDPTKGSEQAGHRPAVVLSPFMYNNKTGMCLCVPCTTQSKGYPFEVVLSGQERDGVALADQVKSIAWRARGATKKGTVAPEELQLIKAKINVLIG
SSB-PriA inh: blocks PriA binding to SSB C-terminal tail; 430,000 compounds, 0.6% hits; inhibition, % at 33 µM; AlphaScreen SSBct-PriA binding, biotinylated peptide; AID 1272365; in the data active = inhibition mostly above about 37%, no sharp cut-off; inactive = mostly below about 20%;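 also: plate controls were negative control peptide for no effect and reference peptide for full effect; strong numbers were not always called active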
BoNT A protease: blocks Botulinum neurotoxin A light chain protease. multiplex microsphere protease substrate cleavage, flow cytometry. 360,000 compounds, 0.17% hits. inhibition, % at 10 µM; also: plate controls were buffer without enzyme for full effect and enzyme alone for no effect
BoNT-F LC inh: inhibitors of Botulinum neurotoxin F light chain protease; Multiplex microsphere protease cleavage assay, flow cytometry; inhibition, % at 10 µM; 360,000 compounds, 0.22% hits; AID 588497; in the data active = inhibition above about 35%, passing the limit was not always enough; inconclusive = no clear call, values can overlap the other calls; also: plate controls were buffer without enzyme for full effect and enzyme alone for no effect
VHR inh abs: blocks human VHR1 dual specificity phosphatase | P51452 | recombinant VHR phosphatase, pNPP absorbance | inhibition, % at 13.3 µM | 290,000 compounds, 0.52% hits | AID 1654; in the data active = inhibition above about 50%; also: some compounds called inactive have numbers as strong as hits
Target sequence (P51452 whole entry, looked up): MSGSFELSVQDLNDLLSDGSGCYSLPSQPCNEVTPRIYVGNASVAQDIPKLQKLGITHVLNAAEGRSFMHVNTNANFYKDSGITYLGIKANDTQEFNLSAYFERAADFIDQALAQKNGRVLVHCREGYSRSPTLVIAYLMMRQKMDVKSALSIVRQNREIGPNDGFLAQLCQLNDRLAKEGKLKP
Rv3671c inh: Rv3671c (M. tuberculosis) protease inhibition | P9WHR9 | 320,000 compounds, 0.048% hits | AID 2606 | inhibition, % at 5.96 µM; in the data active = inhibition above about 38%;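 also: extracellular domain of Rv3671c used as enzyme; 0% = enzyme with DMSO and 100% = no enzyme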
Target sequence (P9WHR9 whole entry, looked up, the tested form may be a part): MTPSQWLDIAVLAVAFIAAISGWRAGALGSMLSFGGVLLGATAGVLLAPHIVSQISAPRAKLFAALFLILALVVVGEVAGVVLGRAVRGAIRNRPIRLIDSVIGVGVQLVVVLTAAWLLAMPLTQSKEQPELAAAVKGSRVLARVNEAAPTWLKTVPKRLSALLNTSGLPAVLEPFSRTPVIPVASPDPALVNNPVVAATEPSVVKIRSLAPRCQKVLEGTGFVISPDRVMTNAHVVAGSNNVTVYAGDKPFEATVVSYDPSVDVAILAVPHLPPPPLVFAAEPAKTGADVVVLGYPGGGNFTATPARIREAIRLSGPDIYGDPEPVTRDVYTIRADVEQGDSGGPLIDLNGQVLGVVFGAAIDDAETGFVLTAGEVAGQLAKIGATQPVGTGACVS
CCHF vOTU inh: blocks the CCHF virus ovarian tumor domain protease | CCHFV vOTU protease, Pep-AMC fluorescence | inhibition, % at 11.5 µM | 370,000 compounds, 0.55% hits | AID 651958; in the data active = inhibition above about 30%; also: 0% = vehicle wells with enzyme and 100% = no enzyme wells
Anthrax LF prot: blocks Bacillus anthracis lethal factor protease; inhibition, % at 10 µM; multiplex microsphere protease cleavage assay, LF; P15917; 360,000 compounds, 0.12% hits; also: plate controls were buffer without enzyme for full effect and enzyme alone for no effect
Active calls of the source: *; i = inactive; ? = inconclusive; / = not tested or not shown; & = joins results of further samples. Rule as the data show it, unless noted: active = inhibition above about 30%; inconclusive = no clear call, values can overlap the other calls; inactive = below that. These rows are one share of the data (hit frequency here may not be typical).

SMILES	3CLpro inhibitor	PrPC TRFRET	MazEF act	SSB-PriA inh	BoNT A protease	BoNT-F LC inh	VHR inh abs	Rv3671c inh	CCHF vOTU inh	Anthrax LF prot
CC(=O)Nc1ccc(S(=O)(=O)N(CCc2ccccc2)CC(=O)N/N=C/c2ccc(C(=O)O)cc2)cc1	5	-4	1	/	-1.0	1	-10	-2	-11	-4
Cc1cccc2cc(CN(CC3CCCO3)C(=O)c3cccnc3)c3nnnn3c12 (centres undefined)	1	3	-4	-12	-0.6	8	21	1	-8	3
CCC(=O)N1CCN(c2ccc(NC(=S)NC(=O)c3cc4ccccc4o3)cc2)CC1	0	-4	11	3	-1.7	-11	0	/	34*	-2
Cc1ccc(NS(=O)(=O)c2ccc(C(=O)OCC(=O)NCC3CCCO3)cc2)cc1 (centres undefined)	-4	-9	-9	-3	-0.1	0	22	5	6	-2
COc1ccc(C(=O)NC(=S)Nc2ccccc2[N+](=O)[O-])cc1OC	6	2	-1	1	-1.1	-1	11	-17	25	4
Cc1cc(=O)[nH]c2nnc(SCC(=O)N3CC(C)OC(C)C3)n12 (centres undefined)	/	-3	4	-12	-1.3	-6	/	-5	8	0
COc1cccc(NC(=O)COc2ccccc2)c1	-4	17	-25	-2	-3.8	4	-12	4	2	10
CCCc1nnc(NC(=O)c2c(O)c3c([nH]c2=O)CCCC3)s1	/	-2	0	-4	-0.9	-2	-2	6	7	-8
COc1ccc(NCc2nc3ccccc3n2CCOc2ccc(C)cc2)cc1	1	13	-5	6	-0.8	-7	-11	5	16	-4
O=C(Cn1[nH]c(=O)c2ccccc2c1=O)NCCN1C(=O)S/C(=C\c2ccccc2)C1=O	/	1	3	-5	0.3	-2	/	-1	-6	-1
CCc1cc(-c2nnn(CCC3COCCO3)c2CC)ccc1-c1cn(Cc2ccc3ccccc3c2)nn1 (centres undefined)	/	-3	10	/	-0.7	-2	/	/	14	-4
CCOc1ccc(N2C(=O)S/C(=C\c3cc(OC)c(OC)c(OC)c3)C2=O)cc1	3	-3	-3	-1	/	/	1	6	-3	/
CCc1nc2c(OCc3ccc(OC)cc3)cccn2c1N(C)C(=O)c1ccco1	/	-2	/	/	-0.2	0	/	/	3	-7
Cc1onc(-c2c(F)cccc2Cl)c1C(=O)NC(C)c1ccccc1 (centres undefined)	3	0	6	-10	-1.9	-12	-35	6	16	3
O=C(Cc1ccccc1)c1ccc(Cl)cc1	1	-5	-6	-56	?	?	-7	10	5	30*
COc1cc2c(cc1OC)C(CC#N)=NC(C)(C)C2	0	/	15	5	0.2	-9	-12	-4	/	-4
Cc1cccc(NC(=O)Nc2cnccn2)c1	-6	-2	5	-7	-0.1	-1	17	-3	-11	1
CCOCCCn1c(=S)[nH]c2cc(C(=O)NCCOC)ccc2c1=O	-3	-1	3	-13	1.5	1	15	4	2	-2
O=[N+]([O-])c1ccc(CN2[C@H](COCc3ccccc3)[C@@H](N3CCCC3)CS2(=O)=O)cc1	/	-12	/	/	-0.5	-5	/	/	-3	-2
Cc1ccc(N(CC(=O)N2CCOCC2)S(=O)(=O)c2ccccc2)cc1	-9	-2	2	-14	-0.6	-17	19	0	-5	-4
O=C(C1=C(O)C(=O)N(CCOCCO)C1c1cccc([N+](=O)[O-])c1)c1cccs1 (centres undefined)	7	-7	-3	2	0.6	0	13	12	11	-3
CCN=C1S/C(=C\c2sccc2C)C(=O)N1CC	5	3	-40	-14	1.0	-4	26	-8	-9	-1
Clc1ccccc1NC1=NCCCS1	-3	1	-1	5	-1.0	-4	7	2	-1	-1
O=C(O)c1ccc(Cl)c(S(=O)(=O)N2CCC(Cc3ccccc3)CC2)c1	5	3	-6	-10	5.2	2	15	-13	13	4
Cc1ccc(N2CCN(C(=O)N3CCCC3)CC2)cc1Cl	1	12	0	-10	0.4	-4	-20	-2	-1	-2
CCCc1ccc(C(=O)O/N=C(\N)c2ccccn2)cc1	6	0	5	i	-1.3	8	-13	-3	-1	4
Cc1cc(C)n(CC(=O)Nc2cccc(C(F)(F)F)c2)n1	2	-5	4	-2	-1.2	-4	12	-1	12	-9
O=C(CC[C@H]1O[C@@H](n2ccc(=O)[nH]c2=O)[C@H](O)[C@@H]1O)N[C@@H](Cc1ccccc1)C(=O)NCc1ccccc1	/	2	/	/	-1.0	-18	/	/	16	-14
C/C=C/C=[N+](\[O-])C(C)/C(=N/O)c1ccc(F)cc1 (centres undefined)	-9	2	0	/	-2.5	-5	-8	-1	2	1
Oc1ccccc1-c1cc(C(F)(F)C(F)F)nc(-c2ccccc2)n1	1	2	-2	-15	-0.5	-5	22	6	-19	1
Cc1ccc(C2CC(c3cccs3)n3nc(N)nc3N2)cc1 (centres undefined)	2	-3	-1	-15	0.9	-2	39	4	-5	2
O=C(COC(=O)c1cccnc1Cl)Nc1ccc(N2CCCCC2)cc1	/	4	10	14	-0.7	-28	/	2	1	-19
COc1ccc(C(=O)c2ccc(OC)cc2OC)cc1	0	8	3	-10	/	/	8	-1	5	/
O=C(Cc1ccccc1)NCC(=O)N/N=C/c1cccs1	0	-6	-4	/	-1.2	-4	-19	4	-1	-1
COc1cc(C2(c3ccc(O)c(OC)c3)C(=O)Nc3c(Br)cc(Br)cc32)ccc1O	/	0	4	-1	-0.6	-13	/	0	-6	-6
CC(C(=O)N1CCOCC1)N1C(=O)c2cccc3cccc(c23)C1=O (centres undefined)	1	-22	4	-7	0.2	-2	20	13	-4	-1
CC(=O)Nc1ccc(-c2ccc(NC(C)=O)c(O)c2)cc1O	0	0	-1	5	0.0	-10	-2	-4	-3	-6
CN1CCSc2ccc(C(=O)NCc3ccccc3)cc21	0	11	-3	1	-1.0	-3	9	4	-97	-2
O=C(NCc1ccccc1)c1cc(C2COCCN2C(=O)C2CC2)on1 (centres undefined)	/	-6	/	/	-0.4	-4	/	/	7	-3
Cc1cc(C)n2nc(C(=O)Nc3ccc4c(c3)OCO4)cc2n1	4	12	-3	2	2.5	0	9	2	-17	-5
Cc1ccc(CNC(=O)[C@H]2O[C@@H](n3cnc4c(N)ncnc43)[C@H](O)[C@@H]2O)o1	/	11	/	/	-0.3	-2	/	/	20	-3
COc1ccc(S(=O)(=O)Nc2cccc(-c3ccc(N4CCCCCC4)nn3)c2)c(OC)c1	6	7	1	7	-1.7	-2	-6	-34	3	-1
COc1ccc(C(=O)C2CCCN(C(=O)Cc3c(C)noc3C)C2)cc1OC (centres undefined)	0	-2	7	-3	0.5	3	20	-1	0	-5
C[N+]1(CC2COC3(CCCCC3)O2)CCCC1 (centres undefined)	-5	-1	-2	1	-0.7	-5	4	-8	20	-1
O=C(Nc1ccccc1)c1cccc(C(=O)Nc2ccccc2)n1	1	-1	-24	-2	-0.9	-2	-9	-1	-3	0

Some of the entries so far, field by field:
Cc1ccc(C2CC(c3cccs3)n3nc(N)nc3N2)cc1 (centres undefined)
  3CLpro inhibitor: 2
  PrPC TRFRET: -3
  MazEF act: -1
  SSB-PriA inh: -15
  BoNT A protease: 0.9
  BoNT-F LC inh: -2
  VHR inh abs: 39
  Rv3671c inh: 4
  CCHF vOTU inh: -5
  Anthrax LF prot: 2
CC(=O)Nc1ccc(-c2ccc(NC(C)=O)c(O)c2)cc1O
  3CLpro inhibitor: 0
  PrPC TRFRET: 0
  MazEF act: -1
  SSB-PriA inh: 5
  BoNT A protease: 0.0
  BoNT-F LC inh: -10
  VHR inh abs: -2
  Rv3671c inh: -4
  CCHF vOTU inh: -3
  Anthrax LF prot: -6

A different layout for part of the listing above.
Under each structure – 3CLpro inhibitor	PrPC TRFRET	MazEF act	SSB-PriA inh	BoNT A protease	BoNT-F LC inh	VHR inh abs	Rv3671c inh	CCHF vOTU inh	Anthrax LF prot
Cc1cc(C)n2nc(C(=O)Nc3ccc4c(c3)OCO4)cc2n1
 : 4	12	-3	2	2.5	0	9	2	-17	-5
Cc1ccc(CNC(=O)[C@H]2O[C@@H](n3cnc4c(N)ncnc43)[C@H](O)[C@@H]2O)o1
 : /	11	/	/	-0.3	-2	/	/	20	-3

Other results follow.
SMILES	3CLpro inhibitor	PrPC TRFRET	MazEF act	SSB-PriA inh	BoNT A protease	BoNT-F LC inh	VHR inh abs	Rv3671c inh	CCHF vOTU inh	Anthrax LF prot
O=C(CC1C(=O)NCCN1Cc1cccc(Oc2ccccc2)c1)NCCn1cccn1 (centres undefined)	-2	2	6	-11	1.1	-2	3	-14	2	3
CCOC(=O)c1c(-c2cc(OC)c(OC)c(OC)c2)csc1NC(=O)c1ccccc1	/	1	-3	/	0.3	0	/	/	-4	-4
COc1ccccc1NC(=S)NCc1ccccc1Cl	7	7	7	1	0.1	?	-6	-2	-13	8
N#CC(c1ccccc1)c1ccc(=O)[nH]n1 (centres undefined)	3	-4	-3	4	-0.7	-3	8	-12	2	0
O=c1cc2c(n[nH]1)-c1ccccc1CC2	-2	3	7	6	0.1	-3	-2	8	-3	-9
COc1ccc2nc(NC(=O)CN3CCOCC3)sc2c1	-4	-9	-7	11	-2.0	-20	27	-7	10	3
O=c1c2ccccc2oc2ccc(-c3ccc4cc[nH]c4c3)cc12	/	/	-5	-9	-0.6	0	/	-63	/	-10
COc1ccc(/C(O)=C2/C(=O)C(=O)N(CCN3CCOCC3)C2c2ccccn2)cc1 (centres undefined)	0	0	-13	/	0.4	-29	-16	-22	6	0
Cc1cc(NC(=O)c2cccc(F)c2)no1	-2	-4	7	4	-1.0	-9	15	1	1	1
COc1ccccc1C1NC=C([N+](=O)[O-])C=C1[N+](=O)[O-] (centres undefined)	2	-25	2	45*	0.2	-12	-5	2	4	-2
CCCCN(C(=O)c1ccc(S(=O)(=O)N2CCC(C)CC2)cc1)C1CCS(=O)(=O)C1 (centres undefined)	/	-10	5	-19	/	/	/	6	14	/
O=C(c1cc2ccccc2s1)N1CCN(c2ccccn2)CC1	-7	-6	-2	-4	-0.2	1	48	-7	1	0
CN(C)CCNC(=S)Nc1ccc(Cl)cc1Cl	1	-3	-4	1	-0.4	-6	-5	7	13	0
C/C=C(/C)C(=O)O[C@H]1[C@@H](O)c2c(ccc3ccc(=O)oc23)OC1(C)C	-4	-3	1	2	0.0	-1	12	-4	-13	2
C[C@H]1C(=O)N(C)CCN1C(=O)c1cccc(OC2CCN(CC(C)(C)C)CC2)c1	-3	-4	-5	-6	1.4	2	2	5	7	2
CC1(C)CC(=O)c2c(Cc3ccccc3)n[nH]c2C1	-1	3	7	-16	-0.1	1	25	7	-2	1
CCn1cc(C(=O)N[C@@H](CCSC)C(=O)NCCCN2CCOCC2)c(=O)c2cc3c(cc21)OCO3	-4	5	2	-5	1.6	1	18	-4	-4	6
Oc1ccccc1-c1nc(NC2CCCC2)c2ccccc2n1	3	7	4	2	0.3	-6	/	-21	-3	6
CC(C)(C)c1ccc(OC(=O)N2CCCCC2)cc1	0	-6	3	-27&-41	-0.6	-2	2	9	0	-4
CC1CCN(c2ncnc3nc[nH]c23)CC1	-5	8	3	-7	-1.4	-2	45	-4	-2	-6
O=C(NC1CCCC1)c1cccc(Cn2cc([N+](=O)[O-])cn2)c1	-2	-9	9	-4	-0.1	-1	-5	-4	-2	2
Cc1nc(C(C)NC(=O)CCc2nnc(-c3ccsc3)o2)cs1 (centres undefined)	-2	-5	-3	-11	0.6	-6	18	8	10	-4
COc1ccccc1NS(=O)(=O)c1cc(NC(=O)C(C)(C)C)ccc1N1CCOCC1	/	11	3	4	-1.8	3	/	0	4	0
NC(Cc1ccccc1)c1csc(Nc2ccc(C(=O)NCCCO)cn2)n1 (centres undefined)	/	-3	/	/	-0.7	-5	/	/	22	2
CCOC(=O)C1=C(C)N=c2s/c(=C/c3cccc([N+](=O)[O-])c3O)c(=O)n2C1c1ccccc1 (centres undefined)	-2	-9	3	/	-5.8	5	-7	-9	13	-17
O=C(CCNC(=O)c1ccccc1Cl)Nc1nc(-c2ccc3ccccc3c2)cs1	3	11	-7	8	0.8	-4	14	-27	5	0
COC(=O)c1c(NC(=O)CN(C)CC(=O)Nc2ccc(C)cc2)sc2c1CCC(C)C2 (centres undefined)	/	5	-17	7	-1.0	-7	/	-10	5	-10

Compound activity deposited in PubChem BioAssay by several laboratories.
